# High-throughput results as filed in PubChem BioAssay.
# SENP1 FRET inh = human SENP1 catalytic domain inhibitors, primary screen, biochemical, FRET, uHTS | Sentrin-specific protease 1 (Homo sapiens), Q9P0U3 | recombinant SENP1 catalytic domain, CyPet-SUMO1-YPet FRET cleavage | inhibition, % at 10 µM | 0.21% of 360,000 active | AID 624204, 2012;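 active = inhibition at least 30% at 10 µM, raw YFP signal under a set limit, fluorescence ratio 0.5 to 1.5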;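 note: 0% = enzyme with DMSO and 100% = no enzyme wells; some results filed as inactive read as strong as hits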
# Target sequence (Q9P0U3 419-644 limits assumed): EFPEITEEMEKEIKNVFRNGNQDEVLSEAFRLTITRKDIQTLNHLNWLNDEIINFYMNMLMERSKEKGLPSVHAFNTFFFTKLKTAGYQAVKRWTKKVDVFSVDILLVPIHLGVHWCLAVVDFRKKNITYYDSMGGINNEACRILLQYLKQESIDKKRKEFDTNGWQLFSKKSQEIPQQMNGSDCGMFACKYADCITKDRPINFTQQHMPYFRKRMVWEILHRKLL
#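 Assay system: hSENP1 catalytic domain, recombinant. Amount: SENP1 enzyme, 20 pM final. Schedule: 50 min reaction, RT, dark. Technique: FRET, CFP and YFP emission. Control set: no-enzyme wells low, DMSO-plus-enzyme wells high control.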
# APOBEC3A inh = APOBEC3A ssDNA deaminase inhibitors, primary screen, selectivity assay for APOBEC3G inhibitor project, biochemical, FAM/TAMRA oligo cleavage fluorescence; DNA dC->dU-editing enzyme APOBEC-3A (Homo sapiens), P31941; recombinant A3A, FAM/TAMRA ssDNA deamination fluorescence; inhibition, % at 20 µM; 0.41% of 330,000 active; AID 493011, 2011;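 active = at least 40% inhibition at 20 µM here, with at most 30% in a related deaminase screen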;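 note: plate controls were A3A with DMSO for no effect and wells lacking A3A enzyme for full effect; some results filed as inactive read as strong as hits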
# Target sequence (P31941 whole entry, looked up): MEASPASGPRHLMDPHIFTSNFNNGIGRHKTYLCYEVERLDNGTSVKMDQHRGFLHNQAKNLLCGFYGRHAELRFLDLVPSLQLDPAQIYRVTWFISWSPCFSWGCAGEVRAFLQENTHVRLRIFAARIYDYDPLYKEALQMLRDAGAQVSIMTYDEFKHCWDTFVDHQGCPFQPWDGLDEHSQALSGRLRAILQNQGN
# APOBEC3G inh = APOBEC3G DNA deaminase inhibitors, primary screen, biochemical, fluorescence, single-stranded DNA substrate, uHTS | DNA dC->dU-editing enzyme APOBEC-3G (Homo sapiens), Q9HC16 | recombinant A3G, ssDNA deamination FAM/TAMRA fluorescence | inhibition, % at 20 µM | 0.28% of 330,000 active | AID 493012, 2011;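 active = inhibition of at least 40% at 20 µM, with no more than 30% in the related APOBEC3A deaminase screen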;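 note: plate controls were DMSO wells with A3G for no effect and wells lacking A3G enzyme for full effect; some compounds called inactive have numbers as strong as hits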
# MIN6 prolif = inducers of MIN6 beta-cell proliferation, primary screen, ATP luminescence, uHTS | MIN6 cells proliferation, ATPlite luminescence, 48 h; cells starved in 0.2% serum; 100% = growth in 10% serum | proliferation, % at 10 µM | 0.29% of 330,000 active | AID 2380, 2010;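 active = compounds whose signal lies at least 3.5 SD above the mean of all wells on their plate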;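 note: 0% = DMSO-treated cells in low-serum medium and 100% = 10% serum control; some compounds called inactive have numbers as strong as hits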
# hIAP activ = human IAP activators, primary screen, biochemical, luminescence, uHTS | purified human IAP, CDP-Star luminescence, 30 min; stronger effect = higher value; 1 = vehicle-only enzyme, 0 = enzyme-free background | activation factor at 10 µM | 0.16% of 330,000 active | AID 2524, 2010;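 active = activation factor of the enzyme at least 2-fold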; note: the source names both 10 and 20 µM as test concentration; values of inactives mirror those of a sister screen read the other way
# Target sequence (P09923 whole entry, looked up): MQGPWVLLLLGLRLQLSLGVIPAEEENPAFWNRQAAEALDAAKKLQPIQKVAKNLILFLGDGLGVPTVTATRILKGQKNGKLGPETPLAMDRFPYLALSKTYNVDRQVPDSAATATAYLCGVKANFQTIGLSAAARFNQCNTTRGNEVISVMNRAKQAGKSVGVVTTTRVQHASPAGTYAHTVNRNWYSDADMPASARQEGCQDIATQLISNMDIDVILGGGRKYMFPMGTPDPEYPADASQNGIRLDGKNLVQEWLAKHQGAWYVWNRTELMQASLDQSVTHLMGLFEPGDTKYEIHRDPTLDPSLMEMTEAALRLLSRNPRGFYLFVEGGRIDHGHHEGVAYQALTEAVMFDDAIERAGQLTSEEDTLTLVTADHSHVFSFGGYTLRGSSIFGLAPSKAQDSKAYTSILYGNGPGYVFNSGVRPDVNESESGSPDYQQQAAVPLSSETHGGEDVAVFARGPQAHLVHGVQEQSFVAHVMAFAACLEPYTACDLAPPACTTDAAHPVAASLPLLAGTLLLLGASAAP
# mIAP block = inhibitors of mouse IAP, primary screen, biochemical, luminescence, uHTS | intestinal alkaline phosphatase [Mus musculus] | purified mouse IAP, CDP-Star luminescence, 30 min | inhibition, % at 10 µM | 0.2% of 330,000 active | AID 2806, 2010;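 active = inhibition of at least 40% at 10 µM in the primary screen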;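 note: plate controls were DMSO with enzyme for no effect and no enzyme wells for full effect; values of inactives mirror those of a sister screen read the other way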
# NLRP3 yeast inh = NALP3 inflammasome inhibitors in reconstituted yeast, primary screen, luminescence, uHTS | Yeast reconstituted NLRP3/ASC/caspase-1, beta-gal luminescence, 24 h | inhibition, % at 10 µM | 0.39% of 330,000 active;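 active = inhibition of 50% or more; inactive = inhibition below 50%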;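 note: plate controls were induced DMSO wells for no effect and uninduced yeast grown without galactose for full effect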
# mIAP activ = activators of mouse IAP, primary screen, biochemical, luminescence, uHTS. intestinal alkaline phosphatase [Mus musculus]. muIAP, CDP-Star luminescence, 30 min; stronger effect = higher value; 1 = vehicle-only enzyme signal, 0 = enzyme-free wells. activation factor at 10 µM. 0.24% of 330,000 active. AID 2805, 2010;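 active = activation factor of at least 2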; note: the source names both 10 and 20 µM as test concentration; values of inactives mirror those of a sister screen read the other way
#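 Assay system: mouse IAP enzyme / Compound: DMSO-dissolved test compounds / Timing: 30 min, room temperature / Measured by: luminescence from enzymatic CDP-Star hydrolysis / Control set: DMSO-only wells, enzyme-free buffer wells as negative control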
# hIAP block = human IAP inhibitors, primary screen, biochemical, luminescence, uHTS | inhibition, % at 10 µM | Intestinal-type alkaline phosphatase (Homo sapiens), P09923 | 0.12% of 330,000 active | purified IAP, CDP-Star luminescence, 30 min;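 active = inhibition reaching a set limit with compound at 10 µM in the primary screen, cut at about 35% in these data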;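 note: plate controls were DMSO wells with enzyme for no effect and no-enzyme buffer wells for full effect; values of inactives mirror those of a sister screen read the other way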
# Numbers without * were called inactive; x = no result given. These rows are one share of the data. The share of hits here may be higher or lower than overall.
SMILES,SENP1 FRET inh,APOBEC3A inh,APOBEC3G inh,MIN6 prolif,hIAP activ,mIAP block,NLRP3 yeast inh,mIAP activ,hIAP block
CCC(C)NC(=O)c1nn(Cc2ccccc2)c(=O)c2ccccc12 (stereo not given),-1,-2,-7,0,0.71,3,17,0.97,29
COCC(C)NC(=O)c1noc2c1CCc1cc(OC)ccc1-2 (stereo not given),-1,-2,-8,-3,0.84,4,21,0.96,16
COc1ccc(CNC(=O)c2sc3nc4c(c(C(F)(F)F)c3c2N)CCC4)cc1,x,7,-2,0,1.1,8,21,0.92,-10
Cc1nnc(SCc2cccc3ccccc23)s1,1,-1,-3,-2,1,-5,38,1.1,-2
COc1cc(OC)cc(C(=O)NCC(=O)OCc2cc(=O)oc3cc(OC)ccc23)c1,-22,6,-2,0,1.1,10,18,0.9,-9
COc1ccc(NC(=O)CN2C(=O)NC3(CCCCC3C)C2=O)cc1S(=O)(=O)N1CCOCC1 (stereo not given),2,-2,-6,-2,1,-2,-4,1,-5
Cc1cc(C)c2c(N)c(C(=O)N3CCCCCC3)sc2n1,-8,-5,-2,-2,0.99,10,18,0.9,1
COc1ccc(N/C=C/C(=O)c2ccc(C)cc2)c([N+](=O)[O-])c1,13,0,-4,-3,0.82,16,24,0.84,18
COc1ccc(N2CCN(C(=O)COc3ccc4c(C)cc(=O)oc4c3C)CC2)cc1,1,-7,-4,4,1.2,14,6,0.86,-20
Cn1c(SCC(=O)N2CCCC2)nnc1-c1cnccn1,0,-3,-10,-4,0.97,-8,0,1.1,3
Cc1cc2cc(CNC(=O)c3ccc(S(=O)(=O)N4CCOCC4)cc3)ccc2n1C,-2,-6,-8,0,0.82,9,4,0.91,18
COc1ccc(C(CNC(=O)c2ccc(-n3cnnn3)cc2)N2CCOCC2)cc1 (stereo not given),1,4,6,1,0.93,-5,29,1,7
Cc1cc(/C=C(/C#N)c2nc3ccccc3[nH]2)c(C)n1-c1cccc([N+](=O)[O-])c1,-20,1,-2,-4,0.97,8,13,0.92,3
CC(=O)c1cccc(NC(=O)CN2C(=O)C(=O)N(Cc3ccco3)C2=O)c1,-1,9,0,-3,0.94,11,7,0.89,6
NC(=O)CSc1nnc(-c2ccc([N+](=O)[O-])cc2)o1,-4,-3,14,-3,0.94,-9,1,1.1,6
Cc1ccc(C)c(N2CCN(C(=O)Cc3cn(C)c4ccccc34)CC2)c1,-6,1,-4,-3,1.1,0,20,1,-8
COC(=O)C1=C(C)N(c2cccc(OC)c2)C(=O)/C1=C\c1ccco1,4,-1,0,0,0.9,19,5,0.81,10
COc1ccc2c(c1OC)C(=O)N(c1ccc(F)cc1)C2,0,0,-5,-5,0.85,0,24,1,15
Cc1cccc(Nc2c(F)c(F)c(F)c(F)c2C(=O)O)c1,0,0,-4,-4,1,1,9,0.99,-2
N#CCc1nc2ccc(S(=O)(=O)N3CCOCC3)cc2s1,-33,-15,-21,-1,0.87,7,5,0.93,13
CCOCC(=O)Nc1nc2ccc(C)cc2s1,0,1,-2,-2,0.79,6,47,0.94,21
CC(C)c1cc(C(=O)N/N=C/C=C/c2ccccc2)n[nH]1,1,-3,-9,-2,1.1,3,4,0.97,-10
C=CCn1c(NC(=O)c2ccccc2Cl)c(C#N)c2nc3ccccc3nc21,-15,-2,-7,-6,0.93,-2,4,1,7
O=C1c2ccccc2C(=O)C1c1ccc(Cl)cc1,2,8,4,-2,0.8,-12,17,1.1,20

# Profiles, quoted from the list.
# CCOCC(=O)Nc1nc2ccc(C)cc2s1 across the screens: SENP1 FRET inh: 0; APOBEC3A inh: 1; APOBEC3G inh: -2; MIN6 prolif: -2; hIAP activ: 0.79; mIAP block: 6; NLRP3 yeast inh: 47; mIAP activ: 0.94; hIAP block: 21
# O=C1c2ccccc2C(=O)C1c1ccc(Cl)cc1 across the screens: SENP1 FRET inh: 2; APOBEC3A inh: 8; APOBEC3G inh: 4; MIN6 prolif: -2; hIAP activ: 0.8; mIAP block: -12; NLRP3 yeast inh: 17; mIAP activ: 1.1; hIAP block: 20

# Continued:
SMILES,SENP1 FRET inh,APOBEC3A inh,APOBEC3G inh,MIN6 prolif,hIAP activ,mIAP block,NLRP3 yeast inh,mIAP activ,hIAP block
Cc1ccc(C)c(NC(=O)/C(C#N)=C/c2ccc[nH]2)c1,0,-4,-6,4,1,8,-12,0.92,-1
Cn1nnnc1SCC(=O)Nc1nc(-c2ccccc2)c(-c2ccccc2)o1,2,3,5,-4,0.83,9,1,0.91,17
CCc1nnc(N/N=C\c2ccc(OC(C)=O)c(OC)c2)n1N,1,-2,-3,-3,0.99,-1,2,1,1
CCCn1c2ccccc2c2nnc(SCCN3CCOCC3)nc21,-1,-8,-8,-2,0.93,7,-12,0.93,7
CCOC(=O)c1c(C)n(-c2ccccc2)c2ccc(O)c(CN(C)C)c12,3,1,-2,-3,1.1,-2,15,1,-7
CC(C)CNC(=O)C(=O)NCC1OCCCN1S(=O)(=O)c1cccs1 (stereo not given),0,-2,-6,2,1.1,7,-5,0.93,-14
COc1ccc(-c2oc3cc(OC)c(O)c(OC)c3c(=O)c2OC)cc1O,27,-1,13,6,1,4,26,0.96,-3
CCC(C(=O)OCC(=O)Nc1cccc(S(=O)(=O)NC2=NCCCCC2)c1)c1ccccc1 (stereo not given),x,1,1,-1,0.94,-12,8,1.1,6
CCC(C)NC(C(=O)Nc1ccc(Cl)c([N+](=O)[O-])c1)c1ccccc1 (stereo not given),-6,1,-7,-3,0.9,8,12,0.92,10
COc1ccc(OCc2nnc(SCC(=O)Nc3cccc(C(C)=O)c3)o2)cc1,4,-2,-3,-1,1.1,10,4,0.9,-12
COc1cccc(OC)c1NC(=O)CN(C)S(=O)(=O)c1ccc2c(c1)OCCO2,1,-4,-7,3,0.88,0,13,1,12
Cc1ncc(CN2CCN(C3CCCC3)C(CCO)C2)s1 (stereo not given),0,8,-10,-4,0.87,-13,-10,1.1,13
Cc1cc(C)nc(/N=C(\N)Nc2ccc(F)c([N+](=O)[O-])c2)n1,2,2,-4,8,0.97,8,8,0.92,3
Cc1cccc(C)c1NC(=O)CN(C)C(=O)c1cccc(NS(=O)(=O)c2ccccc2)c1,4,-3,-14,-2,1,4,18,0.96,-2
CCN(CC)CCNC(=O)c1cc(Nc2ccc(OC)c(OC)c2)nc2ccccc12,0,-4,-5,-3,1,5,-12,0.95,-4
CCOC(=O)COc1nc(N(C)C)nc(N(C)C)n1,2,-1,-4,0,0.66,-4,0,1,34
COc1ccc(NC(=O)[C@H](C)NC(=O)C2CCN(S(=O)(=O)c3ccc(C)cc3)CC2)cc1OC,1,-3,-8,-1,1.1,-13,1,1.1,-15
Cc1cc(C)c(NC2=CC(=O)CC(C)(C)C2)c(C#N)c1,-1,2,-3,0,0.92,10,5,0.9,8
COc1ccc(NC(=O)CNC(=O)c2cccs2)cc1Cl,2,2,-6,3,0.94,-2,4,1,6
CC(C)(C)CNC(=O)c1cccc2c1C(=O)c1ccc(N3CCCC3)cc1S2(=O)=O,-29,-2,-9,3,0.9,8,35,0.92,10
CCCSc1nc(=O)n2cc(C)ccc2n1,1,-5,-8,1,0.96,1,3,0.99,4
NC(=O)c1ccc(SCC(=O)NC2CCCCC2)c([N+](=O)[O-])c1,0,1,-3,3,0.97,9,9,0.91,3
COc1ccc(CNC(=O)Cc2c(C(=O)O)[nH]c3ccccc23)cc1,-1,-4,-7,-1,1,-16,5,1.2,0
COc1cc(/C=C2/C(=O)NN(c3ccc(F)cc3)C2=O)cc(Cl)c1O,0,0,-3,0,0.69,16,5,0.84,31
Cn1c(SCC(=O)N(C2CCCCC2)C2CCCCC2)nnc1-c1cccs1,2,0,-1,0,1.1,-4,17,1,-7
COc1ccc(-c2nc(CS(=O)CC(=O)NCc3ccc4c(c3)OCO4)c(C)o2)cc1OC (stereo not given),2,-1,3,-3,1,4,18,0.96,0
O=C(CSCc1ccccc1)Nc1ccc2c(c1)OCO2,1,1,2,-2,0.97,-4,16,1,2
Cn1c(Cn2c(C(F)(F)F)nc3ccccc32)nc2ccccc21,0,-1,-9,-2,0.86,3,-3,0.97,14
CNC(=S)Nc1ccc(OC)c(OC)c1,2,1,0,0,0.95,14,5,0.86,5
O=C(O)CCC(=O)OCCc1cc2ccccc2c(=O)o1,-1,-1,-4,0,1,-1,13,1,0
C/C=C/C1=CC(=O)C[C@H](c2ccc(Cl)cc2)C1,-3,-2,-13,-7,0.84,7,7,0.93,16
O=C(CSc1nnc(C2COc3ccccc3O2)o1)N1CCOCC1 (stereo not given),1,2,3,-1,1,1,7,0.99,-3
NS(=O)(=O)c1ccc(NC(=S)NCc2ccccc2)cc1,1,-2,1,-1,1.1,-9,5,1.1,-14
Cc1cc(C)c(-c2csc(NC(=O)C3=NN(c4ccccc4)C(=O)CC3)n2)c(C)c1,0,9,-2,-6,1,-2,10,1,-1
Cc1ccccc1CN(c1ccc(C(=O)N/N=C/c2ccc(OCC(N)=O)cc2)cc1)S(C)(=O)=O,0,2,0,-1,0.89,2,-19,0.97,11
COCCCn1nnnc1SCC(=O)Nc1nc(C)c(C)s1,1,-1,-5,-2,0.94,16,-7,0.84,6
Cc1cc(C)cc(NC2=CC(=O)CC(c3ccco3)C2)c1 (stereo not given),-24,5,2,-3,0.95,2,8,0.98,5
CCN(Cc1ccccc1)C(=O)COC(=O)c1cc(Cl)nc(Cl)c1,3,-2,-12,3,0.92,0,10,1,8
CCCOc1ccc(-c2cn3ccccc3n2)cc1,-2,-3,-4,-6,0.87,9,72*,0.91,13
CC(C)NC(=O)C1CCN(C2CCN(Cc3ccc4cccc(F)c4n3)CC2)CC1,-8,1,-2,0,1,10,15,0.91,-2
Cc1sc2nc(SCCO)n(-c3ccccc3)c(=O)c2c1C,1,-4,-3,0,0.9,0,17,1,10
CC(Sc1nnc2ccccn12)C(N)=O (stereo not given),0,-3,-5,-2,1.1,-2,-4,1,-12
O=C(COc1ccc(Br)cc1)NCCO,2,3,-5,-4,1.1,-9,0,1.1,-8
Cc1ccc(C(OCC(O)CNC(CO)C(O)c2ccc([N+](=O)[O-])cc2)c2ccccc2)cc1 (stereo not given),2,1,1,-4,1,0,-8,0.99,-5
O=C(O)/C=C/c1cccnc1,2,-5,-6,-2,1.1,-9,-11,1.1,-15
Cc1cc(C)nc(SCC(=O)N/N=C\C(Br)=C\c2ccccc2)n1,0,-2,-6,-6,0.93,15,-3,0.85,7
